NPY-Y2 PAM-ag: human NPY-Y2 potentiation or agonism, primary screen | actives 0.45% (n = 220,000) | cells expressing NPY-Y2, potentiator/agonist read-out | activation, % at 3.6 µM | P49146; in the data active = activation above about 27%;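 note: cells stimulated with NPY near EC25 plus isoproterenol at EC100; 0% = vehicle plus submaximal agonist and 100% = vehicle plus saturating agonist; some results beyond the cut were filed as inactive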
MDM2 E3 inh: blocks human Mdm2 ubiquitin ligase activity; cell-based MDM2 ubiquitination luciferase reporter, 2 h; 0 = plate control, 100 = twice control, blank-subtracted; signal enhancement, % at 5 µM; actives 0.11% (n = 210,000);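 active = signal enhancement of 30% or more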;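 note: luminescence tracks abundance of the self-degrading MDM2-luciferase fusion protein; higher signal means inhibition of MDM2 E3 ligase activity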
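Material: Stable MDM2–luciferase fusion reporter cells | Amount: 2000 cells seeded into each well | Dosing: One concentration, 5 µM, with 0.2% DMSO | Incubation: 4 h cell settling then 2 h compound exposure, 37 °C | Measured by: Luciferase luminescence | Read-out basis: % enhancement relative to plate controls after blank subtraction | Benchmarks: Control and blank well means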
S1P4 antagonist: antagonists of human S1P4 receptor; O95977; S1P4-expressing cells, antagonist mode, reporter read-out; inhibition, % at 4.98 µM; actives 0.26% (n = 220,000); AID 1510; in the data active = inhibition above about 29%;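 note: 0% = wells stimulated with agonist and 100% = vehicle wells without agonist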
Wee1 degr inh: blocks degradation of human Wee1 kinase. P30291. HeLa Luc-Wee1K328M stability, luciferase luminescence; 100% = proteasome inhibitor MG132 effect. reporter increase, % at 5 µM. actives 1.2% (n = 220,000);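 active = activation above the mean of all tested compounds plus 3 SD, set per screening run, cut at about 8.8% in these data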;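 note: cells exposed to compound for 20 h before luminescence read; 0% = DMSO alone and 100% = MG132 at 30 µM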
S1P4 ag: activates the human S1P4 receptor; O95977; S1P4-expressing cell line, agonist reporter assay; activation, % at 4.98 µM; actives 0.35% (n = 220,000); AID 1509; in the data active = activation above about 11%;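 note: 0% = DMSO vehicle and 100% = reference agonist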
BaF3 tox: counter-screen for JAK2V617F inhibitors: parental Ba/F3 viability inhibitors; CellTiter-Glo ATP luminescence; inhibition, % at 5.6 µM; actives 1.1% (n = 220,000);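 active = inhibition above a per-campaign cutoff, the mean inhibition of all tested compounds plus 3 SD, cut at about 27% in these data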;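 note: 0% = DMSO wells and 100% = JAK Inhibitor I control wells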
eIF4E-4G inh: eIF4E/eIF4G interaction inhibition in translation initiation; P63073+Q04637; TR-FRET eIF4E-eIF4GI(517-606) binding, 2 h; inhibition, % at 21.7 µM; actives 0.37% (n = 220,000); AID 782;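 active = inhibition above about 30%, limit read from the data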;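 note: 0% = full FRET control wells and 100% = background wells lacking eIF4GI fragment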
Ba/F3 V617F tox: reduce viability of Ba/F3 cells dependent on JAK2V617F. Ba/F3 EpoR-JAK2V617F viability, ATP luminescence. inhibition, % at 5.6 µM. actives 1.1% (n = 220,000). AID 1446;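 active = inhibition above the campaign mean plus 3 SD over all tested compounds, cut at about 24% in these data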;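 note: cytokine-independent growth of Ba/F3 cells driven by EpoR plus mutant JAK2; 0% = DMSO-treated cells and 100% = JAK inhibitor I control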
PERK inhibitor: blocks human PERK kinase | Q9NZJ5 | CHO PERK-DD fusion, SEAP luminescence translation reporter | inhibition, % at 5.6 µM | actives 0.17% (n = 220,000) | AID 1416;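 active = inhibition above the mean inhibition of all tested compounds plus 3 SD, set separately per screening campaign, cut at about 2.9% in these data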;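 note: PERK kinase domain activated by AP20187 dimerizer at 100 nM; 0% = DMSO with dimerizer and 100% = rapamycin at 8.4 µM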
Target sequence (Q9NZJ5 whole entry, looked up, the tested form may be a part): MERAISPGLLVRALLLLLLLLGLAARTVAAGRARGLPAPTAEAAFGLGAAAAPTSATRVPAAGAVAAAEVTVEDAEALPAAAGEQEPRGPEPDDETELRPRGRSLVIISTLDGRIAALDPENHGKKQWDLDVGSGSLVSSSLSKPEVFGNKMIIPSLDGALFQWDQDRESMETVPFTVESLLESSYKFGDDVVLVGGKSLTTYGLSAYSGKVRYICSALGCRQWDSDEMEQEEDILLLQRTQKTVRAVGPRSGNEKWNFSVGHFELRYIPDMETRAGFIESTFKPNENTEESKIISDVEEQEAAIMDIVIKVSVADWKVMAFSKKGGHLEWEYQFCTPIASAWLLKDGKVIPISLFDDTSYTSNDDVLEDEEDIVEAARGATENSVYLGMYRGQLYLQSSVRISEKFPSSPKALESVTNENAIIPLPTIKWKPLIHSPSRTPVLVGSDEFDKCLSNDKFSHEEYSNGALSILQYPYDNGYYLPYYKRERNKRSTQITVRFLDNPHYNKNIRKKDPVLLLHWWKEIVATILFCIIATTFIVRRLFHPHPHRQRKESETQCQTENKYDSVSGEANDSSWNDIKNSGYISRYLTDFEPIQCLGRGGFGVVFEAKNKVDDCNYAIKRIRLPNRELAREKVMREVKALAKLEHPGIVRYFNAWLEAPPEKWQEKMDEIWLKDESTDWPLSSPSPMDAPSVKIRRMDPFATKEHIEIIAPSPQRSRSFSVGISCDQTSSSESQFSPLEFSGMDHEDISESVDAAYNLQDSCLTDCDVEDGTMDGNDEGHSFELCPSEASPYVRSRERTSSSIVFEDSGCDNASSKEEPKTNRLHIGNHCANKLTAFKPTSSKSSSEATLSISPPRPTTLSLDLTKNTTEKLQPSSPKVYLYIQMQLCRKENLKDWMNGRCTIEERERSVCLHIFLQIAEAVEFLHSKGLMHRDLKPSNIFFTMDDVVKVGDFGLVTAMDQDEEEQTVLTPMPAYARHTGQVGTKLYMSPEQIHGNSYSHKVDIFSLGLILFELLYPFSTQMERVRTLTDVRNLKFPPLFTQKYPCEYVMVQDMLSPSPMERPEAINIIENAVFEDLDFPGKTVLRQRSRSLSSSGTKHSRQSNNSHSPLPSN
Numbers without * were called inactive; / = no result given; [ ] = remark or other dose.

SMILES	NPY-Y2 PAM-ag	MDM2 E3 inh	S1P4 antagonist	Wee1 degr inh	S1P4 ag	BaF3 tox	eIF4E-4G inh	Ba/F3 V617F tox	PERK inhibitor
CCOc1cc(NC(=O)c2ccccn2)c(OCC)cc1NC(=O)c1cccc(C)c1	3.1	7.2	-6.8	-1.3	-0.5	6.2	-4.1	2.7	-0.2
O=C(O)C(Cc1c[nH]c2ccccc12)N1C(=O)C2C3c4ccccc4C(c4ccccc43)[C@@H]2C1=O (some centres undefined)	-0.1	-8.8	7.0	1.6	0.7	-4.1	-1.4	-2.4	1.3
CCOC(=O)c1cnc(SCc2ccc(C(C)(C)C)cc2)nc1N	-4.8	-17.5	4.4	0.0	-2.7	6.2	1.1	0.9	1.2
COc1ccc(Nc2ccc(Cl)cc2)c(C(=O)O)c1	-5.8	1.0	-14.2	0.2	1.9	6.8	10.1	-1.0	-0.1
COc1ccc(OC)c(/C=C/c2c([N+](=O)[O-])c(=O)n(C)c(=O)n2C)c1	-10.8	-17.6	-7.6	-2.2	0.3	0.2	-1.5	-4.5	1.8
CN(c1ccccc1)c1nc(N2CCCC2)nc(-n2ccnc2)n1	-25.7	-7.7	-12.4	0.4	-0.8	7.2	5.7[fluorescence artefact?]	3.7	-0.6
Nc1ccc(C(=O)O)cc1S(=O)(=O)O	-15.1	-3.6	-6.5	0.9	1.1	-2.9	2.7	1.1	-0.4
O=C(NCc1ccco1)Nc1ccc2snnc2c1	5.3	8.7	-5.4	0.4	-1.0	1.6	0.7	-0.2	-0.5
Cc1ccc(-c2cc(-c3ccccc3)nc(Cl)n2)cc1	-12.6	7.8	-2.9	-2.4	1.3	1.5	5.1[fluorescence artefact?]	-1.5	0.3
NC(=O)c1cc(N)ccc1N1CCCC1	11.3	-14.9	-14.6	0.9	-2.5	0.6	-1.6	-2.3	0.9
CCOC(=O)c1cnc2ccc(C)cn2c1=O	-4.0	-23.2	1.9	-0.7	-0.8	-3.0	1.2	-1.1	0.5
O=C(COC(=O)c1cc2ccccc2o1)c1ccccc1	1.3	-17.1	-19.9	-1.4	1.4	-0.4	4.2	3.1	-0.7
Cc1c(C(=O)Nc2nc3ccccc3[nH]2)cccc1[N+](=O)[O-]	-4.4	-18.3	-12.8	6.1	1.5	8.5	7.3[fluorescence artefact?]	3.4	0.1
Cc1ccc(C(=O)CN2C(=O)C(C)Oc3ccccc32)cc1 (centres undefined)	-7.8	-10.2	0.0	0.1	-0.3	-0.5	-2.0	0.1	1.4
O=C(Cn1nnc(N2CCCC2)n1)N/N=C/c1ccc(Cl)cc1	-11.6	-1.9	8.2	0.7	0.5	-4.5	-0.3	-3.3	0.3
Cc1nn(-c2ccccc2)c(Cl)c1/C=N/Nc1ccc(S(=O)(=O)Nc2ccccc2C(=O)O)cc1[N+](=O)[O-]	8.5	-8.8	9.7	0.9	0.1	3.6	26.4	2.0	0.0
CCOC(=O)c1c(NC(=S)Nc2ccccc2)sc2c1CCN(CCc1ccccc1)C2	-0.1	-26.4	-3.2	0.6	0.1	9.2	-85.7	3.4	0.4
COc1ccc(S(=O)(=O)NC(C)C)cc1C(=O)N1CCOCC1	-4.9	1.1	-0.7	3.9	2.3	2.1	5.6	2.2	1.1
COc1cccc(-c2cc(C(=O)Nc3ccn(Cc4ccc(C)cc4)n3)no2)c1	-9.4	-9.9	-9.9	-0.7	-2.0	0.7	-0.3	3.2	-0.2
Cc1cccc(C(=O)NNC2=CC(=O)CC(C)(C)C2)c1O	-0.3	-13.2	10.3	1.5	-0.7	-2.9	-6.1	2.1	0.2
C=CCc1ccccc1OCC(O)Cn1ccnc1C (centres undefined)	19.6	-6.4	3.5	-2.5	-0.5	-2.0	-6.0	0.2	0.8
CCOC(=O)N1CCC(NC(=O)C2CCN(S(=O)(=O)c3cnc[nH]3)CC2)CC1	17.9	-12.2	-3.4	1.1	1.4	2.0	3.5	2.2	-0.4
CCCn1nc(Oc2nc(N(C)C)nc(N(C)C)n2)ccc1=O	-3.5	-6.2	-4.4	1.4	-0.5	5.3	-0.8	-0.9	0.3
COC(=O)c1ccc(N=NNc2ccccc2)cc1	8.5	-6.6	-1.9	6.0	-0.8	1.2	10.5	-1.8	0.0

One compound at a time (already shown).
CN(c1ccccc1)c1nc(N2CCCC2)nc(-n2ccnc2)n1 is listed with NPY-Y2 PAM-ag: -25.7; MDM2 E3 inh: -7.7; S1P4 antagonist: -12.4; Wee1 degr inh: 0.4; S1P4 ag: -0.8; BaF3 tox: 7.2; eIF4E-4G inh: 5.7[fluorescence artefact?]; Ba/F3 V617F tox: 3.7; PERK inhibitor: -0.6
C=CCc1ccccc1OCC(O)Cn1ccnc1C (centres undefined) is listed with NPY-Y2 PAM-ag: 19.6; MDM2 E3 inh: -6.4; S1P4 antagonist: 3.5; Wee1 degr inh: -2.5; S1P4 ag: -0.5; BaF3 tox: -2.0; eIF4E-4G inh: -6.0; Ba/F3 V617F tox: 0.2; PERK inhibitor: 0.8

Continuation:
SMILES	NPY-Y2 PAM-ag	MDM2 E3 inh	S1P4 antagonist	Wee1 degr inh	S1P4 ag	BaF3 tox	eIF4E-4G inh	Ba/F3 V617F tox	PERK inhibitor
O=C(CC1OC(=O)c2ccccc21)NC1CCCCC1 (centres undefined)	5.2	-6.2	0.1	0.3	1.1	3.6	3.5	0.5	0.8
C=CCOc1ccc2c(OC)c3ccoc3nc2c1OC	-2.6	-7.2	-10.3	1.3	-2.1	1.1	6.7	-1.8	0.3
CC(=O)Nc1ccc(S(=O)(=O)Nc2ncccn2)cc1	10.8	-8.5	3.2	-1.1	-0.6	4.7	-8.9	-3.4	0.6
Cc1ccc(S(=O)(=O)N[C@H](C(=O)N2CCC3(O)CCCCC3C2)c2ccccc2)cc1 (some centres undefined)	-0.4	-4.3	-8.4	-0.4	-0.6	5.1	-2.5[fluorescence artefact?]	0.8	-0.3
O=C(c1ccco1)c1cc2c(ccc3ccccc32)oc1=O	-1.5	/	-8.0	-0.8	0.2	-1.2	8.4	-3.0	0.8
CC(C)NC(=O)C1CC(=O)N(c2ccc(F)c(Cl)c2)C1 (centres undefined)	3.2	-13.1	-1.0	3.0	0.3	1.3	10.8	-1.0	0.5
COc1ccc(C(=O)n2nc(C)cc2C)cc1Br	1.9	-8.9	-18.9	3.7	-2.8	1.3	7.0	-2.9	1.8
CCN(CC)Cc1c(O)c(Cl)cc2c(C)cc(=O)oc12	-11.2	-11.4	-1.7	0.7	6.0	9.0	9.9	2.2	-0.6
CCN(CC(=O)NC1CCS(=O)(=O)C1)S(=O)(=O)c1ccc(C)cc1C (centres undefined)	8.2	-6.9	-0.5	2.0	1.1	11.9	1.6	4.7	0.8
Cc1ccc(S(=O)(=O)N(CCC#N)CCN2CCCC2)cc1	-9.9	4.3	4.0	-1.5	-2.6	0.8	-10.4	0.6	1.0
Cc1cc(=O)oc(C)c1C(=O)N[C@@H]1CCCCNC1=O	1.1	2.5	9.2	-2.6	0.9	-3.9	-1.2	-4.7	0.4
COc1ccc(CCN(Cc2cc3cc(C)ccc3[nH]c2=O)C(=O)N2CCCC2)cc1OC	1.2	0.0	-6.6	4.7	-0.6	2.8	7.5	1.0	-0.6
Nc1nc(SCc2c(F)cccc2Cl)[nH]c(=O)c1-c1ccccc1	-3.0	-9.5	-14.7	-0.7	-2.8	8.9	4.8	0.8	-0.2
Cc1c(NC(=O)CSc2nnnn2Cc2ccccc2)c(=O)n(-c2ccccc2)n1C	7.6	-14.1	-7.8	1.1	-1.1	3.3	-2.5	-3.0	1.3
COc1ccccc1NS(=O)(=O)c1cccc(C(=O)NNC(=O)C(NC(N)=O)C(C)C)c1 (centres undefined)	-7.5	-3.0	5.0	-2.7	2.5	0.6	-0.1	-5.4	1.4
COc1cccc(NC2=C(C#N)C(=O)NC(c3cccc(OC)c3O)S2)c1 (centres undefined)	5.1	-0.9	9.4	4.3	1.1	-0.3	-1.6	-3.6	0.7
COC(=O)CNC(=O)c1ccc(=O)oc1	17.7	3.1	-2.8	0.7	2.0	2.8	-1.0	3.6	0.6
Cc1cc(C)[n+](-c2ccc(F)cc2)c2[nH]c(=O)[nH]c(=O)c12	0.8	-12.8	-1.8	5.5	1.4	9.5	5.8[fluorescence artefact?]	3.5	0.6
Cc1ccc(-n2nc(C)c3onc(C)c3c2=O)cc1	11.0	-9.3	8.1	-2.2	2.0	0.0	0.4	-4.8	0.1
O=C(Nc1cccc(NC(=O)c2cccs2)c1)c1ccc([N+](=O)[O-])o1	-3.9	/	55.6*	0.3	-1.6	0.4	7.1	39.5*	-0.7
Cc1cc(NC(=O)C2CCCCC2)nc2c1c(=O)oc1ccccc12	-13.3	-59.5	-2.1	-1.3	-0.1	0.6	4.7	-2.7	0.8
Cc1cc(N2CCN(c3nc(N4CCOCC4)nc4ccccc34)CC2)c2ccccc2n1	-1.4	/	1.4	2.4	0.1	-1.6	/	0.4	-1.1
COc1ccc(Cc2nnc(Nc3ccc(C)cc3C)[nH]c2=O)cc1	-12.7	6.9	-3.1	0.7	-0.3	8.8	4.1	4.9	0.8
CC(Nc1[nH]c(=O)n(C)c(=O)c1N=O)c1ccccc1 (centres undefined)	-1.5	7.9	-13.6	0.3	1.1	2.3	6.8	0.5	1.4

Taken from above.
MDM2 E3 inh, COc1ccccc1NS(=O)(=O)c1cccc(C(=O)NNC(=O)C(NC(N)=O)C(C)C)c1 (centres undefined) is entered as -3.0
eIF4E-4G inh, COc1ccc(Cc2nnc(Nc3ccc(C)cc3C)[nH]c2=O)cc1 is entered as 4.1
BaF3 tox, CC(Nc1[nH]c(=O)n(C)c(=O)c1N=O)c1ccccc1 (centres undefined) is entered as 2.3

(more compounds)
SMILES	NPY-Y2 PAM-ag	MDM2 E3 inh	S1P4 antagonist	Wee1 degr inh	S1P4 ag	BaF3 tox	eIF4E-4G inh	Ba/F3 V617F tox	PERK inhibitor
Cc1nc2ccccc2c2c1CC(C)S2 (centres undefined)	-13.3	/	3.6	-2.2	-1.6	-3.3	-0.6	-2.3	1.0
CNCc1ccccc1Sc1ccc(OC)c(OC)c1	-21.6	0.5	15.2	-2.4	-0.1	5.0	15.4	5.1	-0.2
CC(=O)OC(COc1ccccc1)Cn1cnc2cc(C)c(C)cc21 (centres undefined)	-0.6	-8.9	-0.8	-1.4	0.9	2.5	1.2	-2.4	-0.9
CCOP(=O)(OCC)C(C)(C)NC(=O)c1cc([N+](=O)[O-])cc([N+](=O)[O-])c1	0.3	-14.5	-16.4	0.6	-0.8	0.8	-8.6	-1.4	-0.4
CN1CCC(=NNC(=O)c2ccco2)CC1	-4.1	-5.0	2.8	-0.3	8.7	1.8	-6.1	-3.0	1.6
Cc1cc(=O)oc(C)c1C(=O)OCC(=O)c1ccc(Cl)c(Cl)c1	-17.2	-9.3	6.9	3.6	1.3	5.3	-1.9	1.9	-0.1
CC(C)CCn1c(CN(C)Cc2ccccc2)nc2c1c(=O)n(C)c(=O)n2C	3.7	-16.9	-8.0	-1.4	0.9	9.9	0.2	4.3	-0.3
Cc1nc(Nc2ccc3c(c2)OCO3)c2oc3ccccc3c2n1	-13.8	16.4	-17.5	0.9	0.7	8.8	-12.0	3.2	-0.8
Nc1ccccc1Oc1c(F)c(F)c(Oc2ccccc2N)c(F)c1F	2.7	-2.8	18.4	-3.7	1.2	5.3	3.0	6.3	0.2

Assay outcomes deposited in PubChem by several laboratories.

Outcome played no part in choosing rows, and some 4.1% of all compounds hit somewhere here.
